PostGolgi yeast = growth inhibition of a yeast mutant, post-Golgi transport screen. post-Golgi transport phenotypic cell assay. inhibition, % at 10 µM. actives 0.9% (n = 98,000); in the data active = inhibition above about 30%;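 also: yeast cells grown in 1536-well plates; yeast grown about 18 h at 30C before absorbance read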
CYP2C9 act = increases human cytochrome P450 2C9 activity; actives 1.4% (n = 96,000); recombinant CYP2C9, luciferin-H conversion, luminescence; active compounds read high; factor 1 = untreated enzyme, 0 = blocked; activation factor at 5 µM; P11712;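 active = activation factor of 2 or more for CYP2C9 at a 5 µM dose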;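 also: 0 = sulfaphenazole-blocked wells and 1 = vehicle-only wells; values of inactives mirror those of a sister screen read the other way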
CYP2C19 activ = cytochrome P450 2C19 (human) activation; P33261; recombinant CYP2C19, luciferin-H EGE luminescence; active compounds read high; 0 = fully inhibited enzyme, 1 = untreated enzyme; activation factor at 5 µM; 96,000 tested, under 10 active; AID 1025;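 active = activation factor of at least 2 at 5 µM in the primary screen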;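 also: 0 = wells with 2.5 mM tranylcypromine and 1 = vehicle-only wells; values of inactives mirror those of a sister screen read the other way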
EphB4 ephrin blk = antagonists of human EphB4-ephrin-B2 interaction; P54760; inhibition, % at 7 µM; actives 0.15% (n = 97,000); AID 720; EphB4 LBD / TNYL-RAW-Alexa532 peptide, fluorescence polarization;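 active = inhibition above the screen-wide mean inhibition plus 3 SD, cut at about 15% in these data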;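 also: 0% = DMSO wells and 100% = excess unlabeled TNYL-RAW peptide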
Target sequence (P54760 whole entry, looked up, the tested form may be a part): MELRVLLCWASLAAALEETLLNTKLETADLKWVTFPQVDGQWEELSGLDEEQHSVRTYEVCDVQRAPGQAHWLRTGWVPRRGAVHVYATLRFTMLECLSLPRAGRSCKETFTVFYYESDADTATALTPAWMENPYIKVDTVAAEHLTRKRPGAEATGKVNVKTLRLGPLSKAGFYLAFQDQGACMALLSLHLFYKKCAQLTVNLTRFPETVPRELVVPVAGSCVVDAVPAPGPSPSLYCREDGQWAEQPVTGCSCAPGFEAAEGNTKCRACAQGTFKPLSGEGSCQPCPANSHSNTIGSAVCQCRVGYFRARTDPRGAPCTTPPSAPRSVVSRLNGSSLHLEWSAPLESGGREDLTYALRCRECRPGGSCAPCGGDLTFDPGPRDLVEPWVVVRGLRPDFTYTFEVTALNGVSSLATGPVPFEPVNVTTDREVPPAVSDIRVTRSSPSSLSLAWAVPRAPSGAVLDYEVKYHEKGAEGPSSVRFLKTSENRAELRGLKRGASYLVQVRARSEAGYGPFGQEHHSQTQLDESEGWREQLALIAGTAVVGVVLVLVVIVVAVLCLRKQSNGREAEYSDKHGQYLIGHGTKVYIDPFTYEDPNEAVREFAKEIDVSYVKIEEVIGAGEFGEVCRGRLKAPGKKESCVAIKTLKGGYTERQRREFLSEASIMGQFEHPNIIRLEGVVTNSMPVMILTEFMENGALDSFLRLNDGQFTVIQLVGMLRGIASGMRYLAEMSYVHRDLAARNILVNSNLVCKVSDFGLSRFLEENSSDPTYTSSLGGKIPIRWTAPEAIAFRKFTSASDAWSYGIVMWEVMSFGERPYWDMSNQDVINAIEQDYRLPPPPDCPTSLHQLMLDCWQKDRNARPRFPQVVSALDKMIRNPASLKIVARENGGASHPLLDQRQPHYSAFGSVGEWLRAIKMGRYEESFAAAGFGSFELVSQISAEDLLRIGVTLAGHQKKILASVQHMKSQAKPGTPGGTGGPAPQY
CYP2C9 inhib = human CYP2C9 inhibition; CYP2C9 Supersomes, luciferin-H conversion, luminescence; P11712; actives 20% (n = 96,000); inhibition, % at 5 µM;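 active = blocking of liver enzyme CYP2C9 beyond about 50% at 5 µM, limit read from the data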; also: values of inactives mirror those of a sister screen read the other way
E coli WT exp = E. coli BW25113 growth inhibition, expanded screen. OD600 absorbance. actives 0.15% (n = 98,000). growth inhibition, % at 100 µM;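 active = growth inhibition above about 50% at one test dose, limit read from the data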;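 also: growth measured after 20 h incubation at 37 °C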
CYP2C19 inh = blocks human cytochrome P450 2C19 | P33261 | AID 778 | inhibition, % at 5 µM | CYP2C19 Supersomes, luciferin-H EGE luminescence, 30 min | actives 21% (n = 96,000);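 active = CYP2C19 inhibition above a set limit at 5 µM in the primary screen, cut at about 50% in these data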;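 also: plate controls were negative control wells for no effect and 2.5 mM tranylcypromine positive control for full effect; values of inactives mirror those of a sister screen read the other way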
PLAP activator = activates human placental alkaline phosphatase; actives 1.2% (n = 96,000); P05187; activation fold at 20 µM; purified PLAP enzyme, luminescent substrate read-out; active compounds read high; in the data active = activation fold above about 2
Pyk2 oligo antag = Pyk2 (human) oligomerization antagonism | actives 0.83% (n = 99,000) | AID 1347419 | Q293 cells, Pyk2 FERM NanoBiT luminescence; active compounds read low | Q14289 | z-score (the deposit names both 25 µM and 10 µM);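 active = Z-score of -3 or lower, scaled per plate to the spread of control and sample wells; inactive = z-score above -3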;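 also: negative z-score means lost luminescence so less FERM oligomerization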
The depositor's hits bear a star; x = no result given. No enrichment for hits; 31% or so of the library scored in one or more.

molecule,PostGolgi yeast,CYP2C9 act,CYP2C19 activ,EphB4 ephrin blk,CYP2C9 inhib,E coli WT exp,CYP2C19 inh,PLAP activator,Pyk2 oligo antag
COC(=O)c1ccc(CSc2nnc(CNC(=O)c3cccs3)o2)o1,-4,0.7,0.6,2,29,-1,38,0.7,0.12
Cc1nn(CC(=O)NCCc2ccc(Cl)cc2)c(C)c1[N+](=O)[O-],-5,0.8,0.7,-10,23,8,25,0.9,0.1
COC(=O)C1=C(C)N(CC2CCCO2)C(=O)/C1=C\c1ccc(O)cc1 (stereo not drawn),7,0.4,0.5,0,63*,0,50*,0.8,-0.04
O=C(c1ccco1)N1CCN(CC(=O)N(C2CCCCC2)C2CCS(=O)(=O)C2)CC1 (stereo not drawn),-6,1.2,1.2,13,-19,3,-21,1.1,-1.2
O=C(c1coc2ccc(O)cc12)C1CC1,1,0.9,0.9,-1,7,2,10,1.2,1.9
CC(C)(CNC(=O)C1CCCC1)CNC(=O)C1CCCC1,2,0.8,0.9,4,21,-3,13,1.1,-0.54
CC(C)(C)NS(=O)(=O)c1ccc2nc(NC(=O)Cc3cccs3)sc2c1,1,0.1,0.5,-3,88*,12,50*,1.2,-1.6
Cc1ccc2[nH]c(=O)c3cc(C(=O)N(C)Cc4ccco4)sc3c2c1,-1,0.9,0.7,3,12,-1,30,1.3,x
O=C(NCCc1ccccc1)C1CCN(S(=O)(=O)c2ccccc2)CC1,0,1.3,0.7,2,-25,3,29,0.9,0.65
O=C(O)CC(C(=O)OCCOc1ccccc1)N1CCOCC1 (stereo not drawn),2,0.8,1,5,15,-5,4,0.9,1.4
Cc1cccc(/C=c2\s/c(=C\C(=O)C(C)(C)C)[nH]c2=O)c1,-4,1.1,1.2,-6,-6,-10,-18,1.1,-1.7
CCCc1cc(C(=O)Cc2ccc(C(=O)OCC)o2)c(O)cc1O,-1,0.1,0.1,2,91*,12,93*,8.6,-1.7
O=C(CCNS(=O)(=O)c1cccs1)NCc1ccccc1,21,0.8,0.2,3,23,10,83*,1.1,0.23
CSc1cccc(NC(=O)CSc2ccc(Cl)cc2)c1,-3,1,0.4,1,5,-4,61*,1,-0.7
CCOC(=O)c1sc(N)nc1C(C)C,-6,0.7,0.5,4,30,0,52*,1,0.52
COc1ccccc1C1/C(=C(/O)c2ccc(OC(C)C)cc2)C(=O)C(=O)N1c1cc(C)on1 (stereo not drawn),17,1,1.1,-6,0,4,-8,1,-1.6
Cn1c(NC(=O)C2CCCO2)cc(=O)n(C)c1=O (stereo not drawn),2,0.3,0.8,x,66*,10,23,1,0.67
CCOc1ccccc1-c1nc(SCC(=O)O)n[nH]1,-5,1.1,1.1,0,-11,0,-11,1.1,0.82
CC(=O)N1CCN(c2ccc(NC(=O)C(C)Oc3ccc(Cl)cc3Cl)cc2)CC1 (stereo not drawn),1,0.9,0.8,9,6,8,22,1.6,0.51
CCNC(=S)N1CCN(C(c2ccccc2)c2ccccc2)CC1,24,0.1,0.6,2,91*,-3,40,1.7,-1.3
COc1ccc(-c2ccc(=O)n(CC(=O)NCc3ccco3)n2)cc1,-1,0.7,0.9,-1,29,1,8,0.9,-0.05
CC(=O)c1cc2c(cc1NS(=O)(=O)c1ccc(C)cc1)OCCO2,-9,1.2,0.6,4,-17,1,43,0.9,-1.4
O=C(OCCN(CCOC(=O)c1ccncc1)S(=O)(=O)c1cccs1)c1ccncc1,8,0,0,4,100*,5,99*,1.7,0.21
COc1cc(C2CC(=O)C=C(O)C2)cc(OC)c1OC (stereo not drawn),-4,0.9,0.9,-3,7,0,11,1.4,1.2
O=C1CC(N2CCC(c3nc4ccccc4o3)CC2)C(=O)N1Cc1cccs1 (stereo not drawn),0,0.8,0.8,3,20,0,20,1.1,0.08
COc1ccc(CCNS(=O)(=O)c2ccc3c(c2)CC(C)N3C(C)=O)cc1OC (stereo not drawn),8,0.6,0.8,-7,38,8,25,1,0.53
CCCC(c1nnnn1Cc1ccc(OC)cc1)N1CCN(c2ccccc2OC)CC1 (stereo not drawn),-6,0.5,0.6,-8,48,-4,43,1.4,-0.05
Cc1ccccc1C(=O)NC(C)C(c1cccs1)N1CCOCC1 (stereo not drawn),-6,0.8,0.7,6,17,1,31,1.1,x
CCc1ccc(C2N(c3ccc(OC)cc3)C(=O)C3CCCN32)cc1 (stereo not drawn),-13,0.2,0.7,0,76*,-1,33,1.5,x
CCCCN(C)CCCNC(=O)c1ccc2c(c1)NC(=O)C(N1CCOCC1)S2 (stereo not drawn),-3,0.8,0.9,4,20,0,6,1.4,-0.02
COc1ccc(N2CCN(C(=O)C3CCCO3)CC2)cc1 (stereo not drawn),15,1.1,0.9,-5,-13,8,11,1.1,1.4
COC(=O)C1(C)NC(c2ccc(O)cc2)C2C(=O)N(c3ccc4c(c3)OCCO4)C(=O)C21 (stereo not drawn),6,0.8,0.6,3,18,1,44,1.3,1.2

An excerpt from above with just E coli WT exp:
Structure	E coli WT exp
Cc1ccccc1C(=O)NC(C)C(c1cccs1)N1CCOCC1 (stereo not drawn)	1
CCc1ccc(C2N(c3ccc(OC)cc3)C(=O)C3CCCN32)cc1 (stereo not drawn)	-1
CCCCN(C)CCCNC(=O)c1ccc2c(c1)NC(=O)C(N1CCOCC1)S2 (stereo not drawn)	0

Remaining list, next part:
molecule,PostGolgi yeast,CYP2C9 act,CYP2C19 activ,EphB4 ephrin blk,CYP2C9 inhib,E coli WT exp,CYP2C19 inh,PLAP activator,Pyk2 oligo antag
O=C(CSc1nc(-c2ccco2)cc(C(F)(F)F)n1)N1CCN(Cc2ccccc2)CC1,-4,0.3,0.2,-1,68*,-8,83*,1.5,x
O=C(CC1CC2CCC1C2)OCC(=O)c1c[nH]c2ccccc12 (stereo not drawn),1,1.2,0.3,-4,-18,0,70*,0.9,-1.1
COc1ccc(CC(=O)N2CCNC2=O)cc1,-14,1.1,1.1,-4,-10,5,-6,1.1,-0.23
Fc1ccc(-c2ccnc3nc(N4CCOCC4)nn23)cc1,-10,1,0.8,0,-3,1,18,0.8,0.71
COc1cccc(C2=CC(c3ccc(N(C)C)cc3)n3ncnc3N2)c1 (stereo not drawn),-1,0.5,0.7,1,53*,1,30,1,x
C/C(=N\O)C(=O)OC1CC(C)CCC1C(C)C (stereo not drawn),-1,0,0,-1,96*,14,96*,1,-0.61
CSCC[C@H](NC(=O)OC(C)(C)C)c1nnc(SCc2ccccc2)o1,5,0.4,0.2,-9,60*,2,79*,1.7,-0.1
COc1ccc(C(=O)NC(C)c2nnc(SCC(=O)Nc3nc(C)cs3)n2C)cc1 (stereo not drawn),-2,0.9,0.9,2,12,-4,11,1.4,0.16
CCN1CCN(CCNC(=O)C2CCCN(Cc3nc(-c4cccc(Cl)c4)oc3C)C2)CC1 (stereo not drawn),5,0.9,0.8,1,7,-4,16,1.4,x
O=C(c1ccc(S(=O)(=O)N2CCOCC2)cc1)N1CCN(c2cccc(Cl)c2)CC1,4,1.1,0.7,-4,-8,-1,27,1.4,-0.36
COc1ccc(CCNC(=O)C2CC(c3cccc([N+](=O)[O-])c3)=NO2)cc1 (stereo not drawn),6,0.8,0.8,-2,24,11,17,0.9,x
COc1ccc(-n2c(C)nc3cc(C(=O)O)ccc32)cc1,-5,1.1,1.2,8,-12,5,-19,1.1,0.3
O=C(NCC1(c2ccccc2)CCCC1)c1cccc(Br)c1,4,0.9,1,1,6,-5,1,0.9,-1.4
O=C(c1cccc(Cl)c1)N1CCN(Cc2ccccc2F)CC1,3,0.2,0,5,79*,-1,97*,1.1,0.61
O=C(NCc1ccc2c(c1)OCO2)c1cc(-n2cnnc2)ccc1Cl,-8,0.9,0.9,1,5,4,8,0.9,-0.23
OC(CNc1nc2ccccc2s1)c1ccccc1 (stereo not drawn),2,0.3,0.1,x,70*,10,95*,1.1,-0.6
Cc1cccc(C)c1NC(=O)C1=C(O)c2ccccc2N(C)S1(=O)=O,-19,0.9,1.1,4,8,2,-11,1,0.01
CSc1nnc(-c2ccccc2)o1,4,1.1,1,5,-8,7,-1,0.8,0.13
COc1ccc(Oc2cc(C)c3ccccc3n2)cc1,-1,1.3,0.8,5,-31,-3,19,0.8,0.37
Cc1ccnc(N2C(=O)c3ccccc3C2Nc2ccc3c(c2)OCCO3)c1 (stereo not drawn),19,0.3,0.1,4,71*,-2,93*,1.2,x
CC(C)c1ccc(N2CCN(C(=O)c3ccccc3NC(=O)/C=C\C(=O)O)CC2)cc1,-2,1,1,4,1,7,-5,1.6,1.7
O=P(Cc1ccncc1)(c1ccccc1)c1ccccc1,3,1,0.4,3,-3,5,60*,1,0.68
CCOC(=O)c1c(C)[nH]c(C(=O)COC(=O)CSC)c1C,2,0.4,0.6,6,56*,5,41,0.9,0.2
Cc1ccc2c(c1)-c1c(ssc1=S)C(C)(C)N2C(=O)CSC1=NCCS1,2,0.6,0.8,-9,37,-22,23,1.3,-1
Cc1nn(-c2ccccn2)c2c1C(c1ccsc1)C1=C(CCCC1=O)N2 (stereo not drawn),15,0.7,1,x,26,11,4,1.4,-0.9
Cc1ccc(Cn2nnc3c(=O)[nH]c(C4CCCN(S(=O)(=O)c5ccccc5)C4)nc32)cc1 (stereo not drawn),-1,0.7,0.9,-1,26,-5,13,1.1,-1.7
CCc1nnc(NC(=O)CSc2nc3cccnc3n2C2CCCCC2)s1,13,0.9,1.1,-3,8,-3,-5,1.3,-1.9

Screening results: PubChem BioAssay, several laboratories
